# hERG WT inh – inhibitors of human wildtype KCNH2 potassium channel | Q12809 | U2OS, BacMam KCNH2, thallium flux FluxOr; active compounds read low | activity change, % at 1.84 µM | hit rate 0.37% among 340,000;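 active means maximum activity change below -70%; inconclusive means maximum activity change between -70% and -50%; inactive means maximum activity change above -50%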; further: on the % scale 0 is the no-effect control and ±100 the full control effect
# Target sequence (Q12809 whole entry, looked up): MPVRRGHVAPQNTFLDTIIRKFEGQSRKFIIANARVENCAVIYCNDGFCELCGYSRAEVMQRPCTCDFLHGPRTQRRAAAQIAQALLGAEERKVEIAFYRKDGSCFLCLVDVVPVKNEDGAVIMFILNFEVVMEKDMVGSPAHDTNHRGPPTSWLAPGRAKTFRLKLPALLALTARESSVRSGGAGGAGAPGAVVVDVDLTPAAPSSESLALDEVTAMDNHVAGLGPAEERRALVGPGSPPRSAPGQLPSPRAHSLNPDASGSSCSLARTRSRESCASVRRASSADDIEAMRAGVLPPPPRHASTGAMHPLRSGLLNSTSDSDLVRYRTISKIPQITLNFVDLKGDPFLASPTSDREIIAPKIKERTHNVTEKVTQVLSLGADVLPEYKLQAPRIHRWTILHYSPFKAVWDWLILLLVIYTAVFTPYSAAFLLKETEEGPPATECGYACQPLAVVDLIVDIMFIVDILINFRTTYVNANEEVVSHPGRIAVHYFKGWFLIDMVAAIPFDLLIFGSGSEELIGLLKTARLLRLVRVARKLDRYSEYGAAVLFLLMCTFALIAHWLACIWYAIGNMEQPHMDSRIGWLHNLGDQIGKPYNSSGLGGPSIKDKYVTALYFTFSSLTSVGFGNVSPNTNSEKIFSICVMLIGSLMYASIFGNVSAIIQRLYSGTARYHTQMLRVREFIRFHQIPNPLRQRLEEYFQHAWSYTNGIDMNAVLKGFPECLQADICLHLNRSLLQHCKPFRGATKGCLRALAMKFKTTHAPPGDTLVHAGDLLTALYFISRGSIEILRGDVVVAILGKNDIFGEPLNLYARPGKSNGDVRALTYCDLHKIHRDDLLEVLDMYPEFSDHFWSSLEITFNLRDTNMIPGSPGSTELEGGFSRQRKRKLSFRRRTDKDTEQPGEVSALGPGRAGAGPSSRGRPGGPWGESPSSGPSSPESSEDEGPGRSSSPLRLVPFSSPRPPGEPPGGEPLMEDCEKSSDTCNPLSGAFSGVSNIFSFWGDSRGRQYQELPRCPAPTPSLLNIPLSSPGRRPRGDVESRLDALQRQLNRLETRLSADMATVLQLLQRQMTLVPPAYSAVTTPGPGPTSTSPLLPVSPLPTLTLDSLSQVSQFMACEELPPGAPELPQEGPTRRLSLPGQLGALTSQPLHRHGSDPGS
#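 U2OS cells were transduced with wild-type KCNH2 virus (2.03 x 10^8 / mL) for 4 h at room temperature, then cultured overnight at 37 C. Thallium flux was read with FluxOr dye. Rate constants were normalized to DMSO controls.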
# MBNL1-CUG inh – MBNL1-poly(CUG) RNA binding inhibition; Q9NR56; TR-FRET MBNL1-His/biotin-(CUG)12 binding, 665/545 ratio; Potency, µM (series often up to 57.5 µM), without a hit: at the highest dose activity change, negative = inhibition, hits mostly inhibitors; hit rate 0.036% among 280,000; active means well fitted inhibition curve with a large enough effect in the signal ratio, with a control signal flat, not every such curve was filed as active; inconclusive means small, poorly fitted or top-dose-only effect, or effect the other way, or a change in a side signal; inactive means no such curve, though single readings can be large or run the other way; the % refers to the signal ratio; further: potency means the concentration at half of the fitted maximal effect; on the % scale 0 is the no-effect control and ±100 the full control effect
#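 Ratiometric TR-FRET (665 over 545 nm, excitation 340 nm) tracks disruption of MBNL1-His/biotin-(CUG)12 complex after 60 min at room temperature, with compounds at 92 nM to 58 uM final.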
# TSHR antagonist – antagonists of human thyroid stimulating hormone receptor. TSHR-expressing cells, TSH-stimulated cAMP HTRF, 2 h; active compounds read low. hit rate 0.2% among 330,000. activity change, negative = inhibition, % at 11.5 µM. AID 504810. P16473;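 active means activity change below a set negative limit, meaning inhibition stronger than a set level, cut at about -70% in these data; inconclusive means activity change between two set negative limits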; further: on the % scale 0 is the no-effect control and ±100 the full control effect
#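 Read-out is FRET at 665 nm (cryptate excitation 337 nm) from a cryptate-tagged anti-cAMP antibody, competed by cell cAMP against cAMP-d2. Compounds are tested on freshly harvested TSHR cells challenged with 4nM TSH (EC80) for 2 hours at 37 deg C.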
# GALK inh – galactokinase (human) inhibition. P51570. Purified GALK, Kinase-Glo residual ATP luminescence. Potency, µM (doses to about 57.5 µM), inactives show top-dose activity change, negative = inhibition, hits mostly inhibitors. hit rate 0.007% among 270,000; further: potency means the concentration at half of the fitted maximal effect; on the % scale 0 is the no-effect control and ±100 the full control effect
#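 GALK at 5 nM final was combined with compound, 35 uM ATP and 100 uM galactose in HEPES pH8.0 with MgCl2 and DTT. The reaction ran one hour at room temperature before luminescent ATP detection.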
# S-ASM inh – inhibitors of human secretory acid sphingomyelinase | placental ASM, HMU-PC fluorogenic substrate, 60 min | Potency, µM (highest dose often 57.5 µM), for the others: top-dose activity change, negative = inhibition, most hits filed as inhibitors | hit rate 0.006% among 340,000; further: potency means the concentration at half of the fitted maximal effect
#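 Fluorescence read-out (Ex 386 nm, Em 447 nm) after stopping the reaction at pH 10. Enzyme: ASM from human placenta; substrate HMU-PC0, 9 uM final; 60 min, 37 °C. Compound preincubation 10 min, ambient temperature.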
# USP2a block – inhibitors of human ubiquitin-specific protease USP2a; O75604; AID 463254; Potency, µM (series often up to 38.3 µM), inactives show at the top dose activity change, negative = inhibition, most hits filed as inhibitors; USP2 core, Ub-CHOP2 coupled fluorogenic reporter, 485/531; hit rate 0.01% among 330,000;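 further: potency means the concentration at half of the fitted maximal effect; plate controls were DMSO wells for no effect and full inhibition by NEM control for full effect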
#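 USP2 core (10nM final) preincubated 30min RT with compound in 20mM Tris-HCl pH 8.0, 2mM CaCl2, 2mM beta-mercaptoethanol, 0.05% CHAPS; 25nM Ub-CHOP2 plus 25nM reporter substrate added, fluorescence (Ex485/Em531) read after 60min.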
# PKM2 act – PKM2 (human) enzyme activation | Potency, µM (highest dose often 57.5 µM), without a hit: at the highest dose activation, usual class: activators | hit rate 0.34% among 260,000 | P14618 | purified PKM2, Kinase-Glo ATP luminescence, activation; response scale: 0% is enzyme alone, no compound; further: potency means the concentration at half of the fitted maximal effect; on the % scale 0 is the no-effect control and ±100 the full control effect; nearly all actives have a fitted effect of over 55% in size
#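 ATP formation by purified human PK-M2, quantified via coupled luciferase luminescence after 1 h at room temperature with 0.1 mM ADP and 0.5 mM PEP final.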
# Mito fusion yeast – blocks mitochondrial division or promotes mitochondrial fusion; hit rate 0.23% among 320,000; Potency, µM (highest dose often 46.1 µM), for the others: top-dose growth rescue (activation), hits mostly activators; S. cerevisiae fusion-defective mutant growth rescue, CellTiterGlo 48 h;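 further: potency means the concentration at half of the fitted maximal effect; % of control where 0% means no effect; nearly all actives have a fitted effect of over 45% in size; temperature-sensitive fusion mutants such as fzo1-1 at 37 °C on non-fermentable ethanol glycerol medium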
#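 Yeast fusion mutant, YPEG (non-fermentable carbon), compound, 48 h at 37C non-permissive; CellTiterGlo added, 10 min RT, luminescence read. Rescued growth = division inhibition.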
# BCR signal inh – inhibitors of chronic active B-cell receptor signaling; Potency, µM (highest dose often 46.1 µM), for the others: top-dose ratio change, negative = lower green/red ratio, hits mostly inhibitors; ABC-DLBCL IkBa-CBG/CBR reporter, luminescence ratio, 4 h; AID 493014; hit rate 0.05% among 340,000; active means well fitted inhibition curve with a large enough effect in the signal ratio, with a control signal flat, not every such curve was filed as active; inconclusive means small, poorly fitted or top-dose-only effect, or effect the other way, or a change in a side signal; the % refers to the signal ratio;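 further: potency means the concentration at half of the fitted maximal effect; plate controls were basal doxycycline-induced cells for no effect and cells given 10 µM MG132 for full effect; MG132 reads +100%, hits lower the ratio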
#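 Cell line TMD8 (human ABC DLBCL), stably expressing tet-inducible CBG68-IkBa fusion and CBR; IMDM/0.5% FBS; cpd up to 46 uM; dox induction, 4 h, 37C/5% CO2; dual luminescence; green/red ratio; MG132 control.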
# Eya2 inh – inhibitors of human Eya2 phosphatase activity; O00167; recombinant Eya2, OMFP fluorescence dephosphorylation (OMFP is methylfluorescein phosphate); Potency, µM (series often up to 76.9 µM), for inactives: at the top dose activity, negative = inhibition, usual class: inhibitors; hit rate 0.006% among 330,000; AID 488837; further: potency means the concentration at half of the fitted maximal effect; on the % scale 0 is the no-effect control and ±100 the full control effect
#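 Eya2 (0.2 uM) preincubated 10 min at ambient with compound, then OMFP substrate added at 50 uM; 10 min reaction in 50 mM HEPES pH 7.5, 50 mM NaCl, 5 uM MgCl2, 0.05% BSA, 1 mM DTT. Fluorescence read at Ex 485/Em 525 nm.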
# Menin-MLL TR inh – menin-MLL binding inhibition, Texas Red mutant peptide; O00255; Menin + Texas Red MLL mutant peptide, fluorescence polarization; Potency, µM (highest dose often 61.6 µM), for the others: at the highest dose FP activity change, negative = inhibition, usual class: inhibitors; hit rate 0.23% among 270,000; active means well fitted inhibition curve with a large enough effect in the polarisation, with a control signal flat, not every such curve was filed as active; inconclusive means small, poorly fitted or top-dose-only effect, or effect the other way, or a change in a side signal; inactive means no such curve, though single readings can be large or run the other way; the % refers to the polarisation; further: potency means the concentration at half of the fitted maximal effect; % of control where 0% means no effect; many of its hits are not listed in these tables
# Active calls of the source: *; ? = inconclusive; . = no result given. Unless noted, the call rests on the fitted dose curve; in most records, active means well fitted curve in the direction sought with a large enough effect; inconclusive means small, poorly fitted or top-dose-only effect, or another doubt; inactive means no such curve, though single readings can be large; an effect the other way counts as inactive or inconclusive. The list is partial; count on the stated rates, not on these rows.
SMILES,hERG WT inh,MBNL1-CUG inh,TSHR antagonist,GALK inh,S-ASM inh,USP2a block,PKM2 act,Mito fusion yeast,BCR signal inh,Eya2 inh,Menin-MLL TR inh
CSCCC(NS(=O)(=O)c1cccs1)C(=O)NCc1cccs1 (configuration not stated),0,-6%,8,-1%,-1%,0%,-14%,0%,-1%,-13%,-1%
Cc1csc(=O)n1CC(=O)OCC(=O)c1ccc(Br)cc1,-8,.,-3,.,-1%,-1%,.,4%,-5%,-20%,.
O=[N+]([O-])c1ccc(CN2CCCCCC2)cc1,14,?,4,6%,0%,0%,5%,-2%,12%,-5%,1%
O=C(OCC(=O)N1c2ccccc2Sc2ccccc21)c1ccc[n+]([O-])c1,-8,3%,-5,-1%,2%,0%,1%,3%,0%,-1%,1%
O=C(CSc1nnnn1C1CCCC1)c1ccc2c(c1)OCCO2,3,-8%,-6,0%,2%,0%,0%,2%,-4%,5%,-1%
COc1cccc(C(=O)COc2ccc3c(C)cc(=O)oc3c2)c1,10,2%,-3,-3%,13%,-2%,.,-10%,-6%,?,4%
Cc1ccc(S(=O)(=O)NCCC(=O)NCc2cccnc2)cc1,2,-2%,15,5%,-1%,3%,-2%,0%,5%,-2%,.
Cc1cccc(NS(=O)(=O)c2cc(C(=O)N3CCN(C)CC3)ccc2C)c1,3,-4%,-8,1%,1%,3%,1%,-4%,9%,-2%,-1%
Cc1ccc(OCC(=O)Nc2cc(NC(=O)COc3ccc(C)c(C)c3)cc(C(=O)O)c2)cc1C,3,0%,-6,3%,7%,1%,5%,-3%,5%,6%,?
Cc1noc(C)c1-c1nnc(-c2ccc(OC(F)(F)F)cc2)o1,-1,0%,-7,1%,5%,1%,1%,-2%,-1%,-8%,.
CCN(CC)c1ccc(S(=O)(=O)N2CCOCC2)cc1NC(=O)CSc1cccc[n+]1[O-],-1,-6%,0,0%,0%,4%,-12%,-8%,-1%,-2%,0%
CCCCc1ccc(-c2nc(N)n[nH]2)cc1,7,4%,-13,-2%,-1%,-1%,-5%,-22%,-6%,-17%,16%
Cc1c(C(=O)NN2CCOCC2)oc2ccccc12,-8,-6%,-21,-2%,-3%,3%,0%,6%,3%,-3%,-7%
Cc1cccc(N2CCN(C(=O)CCNS(=O)(=O)c3cccs3)CC2C)c1 (configuration not stated),-9,3%,10,-2%,-3%,0%,0%,1%,-11%,-2%,12%
CC1=NN(/C(=N\c2nnc(C)s2)Nc2ccc(C)cc2)[C@H](c2ccc(C)cc2)S1,3,16%,9,-4%,0%,-15%,1%,22%,-2%,-4%,-8%
Cc1ccc2cc(C)c(Sc3nnnn3-c3ccccc3)nc2c1,-6,.,?,1%,-2%,2%,7%,-4%,-1%,-7%,-7%
Cc1ccc(NC(=O)Nc2cnc3ccccc3c2)cc1,1,29%,-4,0%,-1%,1%,-7%,-7%,?,-8%,22%
COC(=O)C1(S(=O)(=O)c2cc(Br)cc3c2N(C(C)=O)CC3)CC1,-2,-9%,4,6%,0%,3%,0%,2%,-7%,1%,?
CCc1cc(=O)oc2c(C)c(O[C@@H]3O[C@H](CO)[C@@H](O)[C@H](O)[C@H]3O)ccc12,-9,3%,-7,.,3%,1%,.,-14%,1%,4%,0%
CN(CCOc1ccc(F)cc1)Cc1ccccc1,-6,?,16,5%,0%,0%,3%,-4%,?,7%,-9%
CCOc1ccccc1-n1c(CN2CCN(C(=O)c3ccco3)CC2)nc2ccccc2c1=O,-5,-3%,5,-2%,1%,-1%,?,1%,?,7%,-19%
CN(C)S(=O)(=O)c1ccc(C(=O)NCCN2C(=O)S/C(=C\c3cccnc3)C2=O)cc1,-6,19%,8,-1%,4%,1%,16µM*,3%,-21%,6%,14%
C=CCn1c(SCC(=O)Nc2ccc(OC)cc2)nc2c([nH]c3ccccc32)c1=O,18,-1%,10,4%,-1%,1%,-1%,-1%,0%,3%,.
COCCn1nnnc1C(C(C)C)N1CCSCC1 (configuration not stated),10,0%,-24,-1%,2%,-2%,-4%,5%,8%,9%,-4%
Cc1cc(OC(C)C(=O)Nc2ccncc2)ccc1Cl (configuration not stated),-4,-5%,-33,0%,0%,2%,0%,0%,-2%,-5%,-5%
CCC(c1nnc(SCC(=O)Nc2cccnc2Cl)n1-c1ccccc1)N(C)C (configuration not stated),-11,-13%,-2,0%,2%,0%,-1%,-1%,-1%,22%,-13%
COc1ccc(N/C=C2\CCc3ccccc3C2=O)cc1,6,?,-10,1%,0%,-7%,-41%,1%,?,-11%,-1%
COc1ccc(C(=O)Cc2ccc3c(c2)OCO3)c(O)c1,-3,-17%,-9,1%,2%,0%,-2%,6%,?,7%,-10%
COc1cccc(-n2ccnc2SCC(=O)Nc2ccccc2F)c1,-10,-4%,4,4%,0%,-1%,0%,6%,?,4%,0%
CCCCN(C(=O)CSCC(=O)Nc1ccc(OC)cc1)c1c(N)n(CCC)c(=O)[nH]c1=O,-13,.,-6,.,4%,3%,.,-12%,1%,-12%,.

# Reformatted tab-delimited: 6 of the compounds above
SMILES	hERG WT inh	MBNL1-CUG inh	TSHR antagonist	GALK inh	S-ASM inh	USP2a block	PKM2 act	Mito fusion yeast	BCR signal inh	Eya2 inh	Menin-MLL TR inh
CCc1cc(=O)oc2c(C)c(O[C@@H]3O[C@H](CO)[C@@H](O)[C@H](O)[C@H]3O)ccc12	-9	3%	-7	.	3%	1%	.	-14%	1%	4%	0%
CN(CCOc1ccc(F)cc1)Cc1ccccc1	-6	?	16	5%	0%	0%	3%	-4%	?	7%	-9%
CCOc1ccccc1-n1c(CN2CCN(C(=O)c3ccco3)CC2)nc2ccccc2c1=O	-5	-3%	5	-2%	1%	-1%	?	1%	?	7%	-19%
CN(C)S(=O)(=O)c1ccc(C(=O)NCCN2C(=O)S/C(=C\c3cccnc3)C2=O)cc1	-6	19%	8	-1%	4%	1%	16µM*	3%	-21%	6%	14%
C=CCn1c(SCC(=O)Nc2ccc(OC)cc2)nc2c([nH]c3ccccc32)c1=O	18	-1%	10	4%	-1%	1%	-1%	-1%	0%	3%	.
COCCn1nnnc1C(C(C)C)N1CCSCC1 (configuration not stated)	10	0%	-24	-1%	2%	-2%	-4%	5%	8%	9%	-4%

# Going on with the list.
SMILES,hERG WT inh,MBNL1-CUG inh,TSHR antagonist,GALK inh,S-ASM inh,USP2a block,PKM2 act,Mito fusion yeast,BCR signal inh,Eya2 inh,Menin-MLL TR inh
O=C(CSc1nccn1Cc1ccccc1)Nc1nccs1,-7,-9%,0,1%,0%,1%,3%,-12%,1%,-12%,-3%
COc1ccc(Cl)cc1N(CC(=O)N1CCCC1)S(=O)(=O)c1ccc(C)cc1,-6,-3%,-8,-2%,-2%,0%,.,6%,5%,-8%,-9%
CCCc1nc(SCC(=O)N2CCC(C)CC2)c2c(=O)n(C)c(=O)n(C)c2n1,4,-2%,-15,5%,-1%,5%,4%,13%,3%,-2%,.
COc1ccc(CCn2nnnc2C(C(C)C)N2CCC(C(N)=O)CC2)cc1OC (configuration not stated),-6,13%,0,0%,7%,3%,1%,-3%,0%,10%,0%
Nn1c(SCc2cccc(C(F)(F)F)c2)nnc1-c1ccco1,7,9%,8,3%,0%,6%,-1%,1%,1%,8%,7%
O=C1CC(c2c(F)cccc2Cl)C(n2cncn2)C(O)=C1C1NCCc2ccccc21 (configuration not stated),-6,2%,-6,5%,1%,2%,-4%,-4%,2%,3%,-17%
Cc1[nH]c2ccccc2c1/C=C(\C#N)S(=O)(=O)c1ccccc1,-11,12%,-16,-1%,-21%,1%,20%,-3%,?,13%,?
CN(C)CC#CCCCCCCC#CCN(C)C,.,13%,7,2%,.,-8%,-7%,0%,?,-6%,-8%
